# Compound activity deposited in PubChem BioAssay by Broad Institute.
# miR122 inh: blocks miR-122 activity in Huh7 sensor cells; Huh7 miR-122 Renilla luciferase sensor, 48 h; neutral wells = 0, positive control = 100; AID 602342; activation (reporter increase), % at 12.5 µM; 0.3% of 340,000 active;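 active means mean replicate activation score at least 90 and every replicate individually at or above 90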;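 further: higher luciferase means less miR-122 activity so hits act as miR-122 inhibitors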
# CASP6 VEID inh: blocks human caspase-6 cleavage activity. inhibition, % at 12.5 µM. 0.53% of 350,000 active. purified caspase-6, Z-VEID-R110 cleavage fluorescence. AID 686996;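 active means mean inhibition across replicates at least about 35%, with every replicate also reaching that limit, limit read from the data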;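 further: 0% = median of neutral control wells and 100% = no fluorescence left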
# Target sequence (P55212 24-179 limits assumed): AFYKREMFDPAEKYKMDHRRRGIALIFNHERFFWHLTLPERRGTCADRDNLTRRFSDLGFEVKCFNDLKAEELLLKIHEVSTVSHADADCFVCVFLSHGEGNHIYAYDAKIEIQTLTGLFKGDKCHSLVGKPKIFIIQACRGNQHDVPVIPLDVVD
# Target sequence (P55212 194-293 limits assumed): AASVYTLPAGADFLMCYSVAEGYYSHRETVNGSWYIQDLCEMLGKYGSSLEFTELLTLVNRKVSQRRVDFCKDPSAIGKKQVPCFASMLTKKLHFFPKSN
# PGC1a acetyl inh: PGC1a acetylation modulation, inhibitor mode | 0.17% of 350,000 active | U2OS PGC1a acetylation, AlphaScreen anti-acetyl-lysine; with virally co-expressed GCN5 acetyltransferase | inhibition, % at 15.6 µM | AID 651687;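 active means every replicate shows inhibition of at least 40%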;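 further: 0% = neutral control wells and 100% = positive control wells; some results beyond the cut were filed as inactive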
# LGR2 antag: Drosophila LGR2 receptor signaling inhibition | HEK293 LGR2, CRE-luciferase, bursicon-stimulated, 4 h | inhibition, % at 9.99 µM | 0.35% of 380,000 active;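 active means drop in luminescence signal, shown as inhibition above about 50% in the replicate tests, limit read from the data, passing the limit was not always enough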;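 further: agonist challenge used bursicon conditioned medium at about half maximal strength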
# FN deposit inh: fibronectin deposition inhibition; AID 743247; 0.086% of 350,000 active; AH1F fibroblasts, Alexa488-fibronectin deposition fluorescence, overnight; inhibition, % at 12.6 µM;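 active means mean inhibition across replicates of 30% or more, regardless of how many single replicates reach that level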;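 further: positive control wells lacked labelled fibronectin entirely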
#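 Schedule: 1 h cell adhesion before compound, then overnight fibronectin incubation; test system: AH1F fibroblast monolayer depositing Alexa488-labelled fibronectin into matrix; quantity: 10000 AH1F cells per well; probe or stimulus: fluorescent fibronectin at 24 nM final; signal: fluorescence, ex 485 nm, em 525 nm; evaluation: percent inhibition as loss of matrix-bound fibronectin fluorescence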
# EWS-Fli inh: blocks EWS/Fli oncoprotein-driven transcription. A673 NR0B1-luciferase reporter, viability-normalised. inhibition, % at 12.6 µM. 0.67% of 350,000 active. AID 651661;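 active means mean inhibition of at least 50% after viability correction, with every replicate also passing that limit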;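 further: firefly luciferase signal divided by Alamar Blue viability fluorescence both relative to DMSO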
# PAX8 reporter: lowers PAX8-driven luciferase in RMG-I cells; RMG-I TPO-luciferase reporter, SteadyGlo, 24 h; inhibition, % at 12.6 µM; 1.2% of 360,000 active;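 active means mean replicate inhibition at least 60% with every replicate also reaching 60%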;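 further: luciferase light reporting Pax8 driven TPO promoter activity; plate controls were median of neutral control wells for no effect and mitoxantrone controls for full effect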
# Cneo AK release: Cryptococcus neoformans lysis via adenylate kinase release. C. neoformans lysis, adenylate kinase release luminescence, 4 h; normalised: neutral wells 0, clomiphene wells 100. lysis activity, % at 15 µM. 0.2% of 360,000 active. AID 651654;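 active means mean lysis activity across replicates of at least 80%, whatever share of replicates individually reach that level; inactive means mean lysis activity below 80%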
#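 Material – Cryptococcus neoformans yeast cells · Quantity – 5 × 10^6 yeast cells/mL · Buffer or medium – YPD medium · Compound – single dose · Timing – 4 h static compound exposure, 37 °C, read 1 h post-reagent · Signal – adenylate kinase release luminescence · Read-out basis – lysis from increased AK signal · Benchmarks – Clomiphene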
# Numbers without * were called inactive; · = not tested or not shown; & = joins results of further samples; [ ] = remark or other dose.
canonical_smiles	miR122 inh	CASP6 VEID inh	PGC1a acetyl inh	LGR2 antag	FN deposit inh	EWS-Fli inh	PAX8 reporter	Cneo AK release
CC(C)c1ccc(S(=O)(=O)N2CCN(C(=O)CN3C(=O)NC4(CCCC4)C3=O)CC2)cc1	·	2.7	-3.4	5.2	-1.6	3.9	23.5	-1.7
O=C1C2C3C=CC(CC3)C2C(=O)N1c1ccccc1F (centres undefined)	-0.6	-2.7	-5.8	12.8	2.5	4.8	-19.3	-1.2
C/C(=N\NC(=O)c1ccc(NS(=O)(=O)c2cccs2)cc1)c1ccccc1	·	-0.1	·	2.7	4.9	12.3	-3.6	·
O=C1OC2(c3ccccc3)C3CCCC2C13	5.8	·	3.3	·	11.9	·	1.0	-0.7
O=C(N[C@H]1CC[C@@H](CCn2cc(-c3ccccc3F)nn2)O[C@H]1CO)c1ccc2c(c1)OCO2	·	-1.1	1.7	25.3	7.8	20.2	-10.9	-21.6
COc1ccc2c3c([nH]c2c1)[C@H](CO)N(C(=O)C1CC1)CC31CN(C(=O)NC(C)C)C1	·	-0.1	·	-11.4	·	-13.2	-11.2	·
COc1cc(NC(=O)COC(=O)Cc2ccsc2)cc(OC)c1	·	-1.7	·	6.1	-2.6	-2.6	3.5	1.8
COc1cc([N+](=O)[O-])ccc1N1C(=O)C2C3C=CC(C4CC34)C2C1=O (centres undefined)	-1.0	2.1	11.9	10.3	-1.6	2.9	-19.8	-25.1
CCN(c1ccccc1)S(=O)(=O)c1ccc(C(=O)N2CC(C)CC(C)C2)cc1 (centres undefined)	-6.5	2.6	-5.4	8.7	-6.4	3.4	11.2	-0.1
N/C(=N\NS(=O)(=O)c1ccccc1Cl)c1ccccn1	·	-1.9	·	-4.4	2.2	3.0	-3.8	·
Cc1ccc2nc(-c3ccco3)c(Cc3ccccc3)n2c1	4.6	0.6	10.1	-20.8	16.7	-68.6	66.1*	0.2
COc1ccc(N(CC(=O)Nc2cc(OC)ccc2OC)S(C)(=O)=O)cc1	-3.5	·	-10.5	·	2.1	·	-43.9	·
CS(=O)(=O)N(CC(=O)Nc1cccc(Br)c1)Cc1ccccc1	·	-1.7	·	-1.3	-3.4	5.2	-15.9	0.4
COc1cc2c(cc1OC)C(/C(C#N)=N\O)=NC(C)(C)C2	-11.6	·	4.5	·	-12.7	·	·	1.5
Cc1ccc(C(C)NC(=O)Cc2cccs2)cc1C (centres undefined)	·	2.7	·	1.1	-2.1	1.5	-8.4	-2.7
O=C(O)c1cccc(S(=O)(=O)N2CCN(C(c3ccccc3)c3ccccc3)CC2)c1	0.2	2.7	28.6	-15.1	-2.9	6.5	-5.8	·
C=CCn1c(SCC)nc(O)cc1=O	1.7	·	-0.2	7.0	·	·	·	-0.1
CC1CN(/C=C/C(=O)C(F)(F)F)CC(C)O1 (centres undefined)	-0.5	-3.9	8.8	19.0	2.3	9.3	7.4	7.5
O=C(CCn1cccn1)N1CCCC(N2CCN(c3cccc(C(F)(F)F)c3)CC2)C1 (centres undefined)	-3.5	1.8	-1.8	-1.1	2.7	·	14.0	1.2
CCOC(=O)C1=C(C)NC(=O)NC1C(C)C (centres undefined)	-0.6	-7.4	-0.4	8.1	-6.6	-9.0	-4.0	-1.2
Cc1ccc(N(CC(=O)NCCSCc2ccco2)S(=O)(=O)c2ccc(F)cc2)cc1	·	-2.0	·	27.0	·	12.7	5.2	·
COC(=O)c1noc(-c2ccc(C)cc2)n1	-0.6	·	-11.4	13.9	3.6	·	·	0.4
CCC(C)NC(=O)CSc1ccc(S(=O)(=O)N2CCN(Cc3ccccc3)CC2)cn1 (centres undefined)	·	-6.3	-6.7	-12.9	·	5.9	7.9	-0.9
O=C(NC1CCC(O)CC1)c1ccc2c(c1)S(=O)(=O)N=C1CCCCCN12 (centres undefined)	4.6	1.8	·	7.2	-6.5	-4.1	-43.1	-1.1
O=C1NC[C@@H](CCCCN2CCN(CCC3CCCCC3)C(=O)C2=O)N(Cc2ccccc2)C1=O	·	4.0	·	2.1	-3.4	3.3	-2.2	·
COc1cc(-c2coc3c(C(=O)NCc4ccc(OC)c(OC)c4)cccc23)ccc1O	11.5	10.8	·	45.0	13.9	27.0	19.3	-0.7
C[C@@H]1CN([C@H](C)CO)C(=O)c2cc(NC(=O)CCCN(C)C)ccc2O[C@@H]1CN(C)S(C)(=O)=O	7.1[16.7 µM]	1.3	2.0	-7.2	·	·	-13.3	-10.0
COc1ccc(NC(=O)CSc2nnc(NC(=O)c3ccco3)s2)cc1	-1.7	4.3	·	5.7	-7.0	-14.3	-25.3	2.2
COCC(=O)Nc1ccc2c(c1)C(=O)N(C)C[C@H](OC)[C@@H](C)CN(Cc1cccc(F)c1)[C@@H](C)CO2	·	-1.4	-9.8	-3.9	1.2	1.5	3.9	-3.8
COc1ccc(S(=O)(=O)Nc2ccc3c(c2)N(C(C)=O)CCC3)cc1OC	60.7	-2.4	7.0	1.0	0.4	14.9	-3.3	0.5

# The last two compounds of the part above lead into the next:
canonical_smiles	miR122 inh	CASP6 VEID inh	PGC1a acetyl inh	LGR2 antag	FN deposit inh	EWS-Fli inh	PAX8 reporter	Cneo AK release
COCC(=O)Nc1ccc2c(c1)C(=O)N(C)C[C@H](OC)[C@@H](C)CN(Cc1cccc(F)c1)[C@@H](C)CO2	·	-1.4	-9.8	-3.9	1.2	1.5	3.9	-3.8
COc1ccc(S(=O)(=O)Nc2ccc3c(c2)N(C(C)=O)CCC3)cc1OC	60.7	-2.4	7.0	1.0	0.4	14.9	-3.3	0.5
C/C=C(\C)CN1CCC(Oc2cccc(C(=O)NCc3ccccn3)c2)CC1	2.3	-5.9	3.1	-0.2	4.8	·	-4.8	3.2
Cn1cc(C(=O)c2ccccc2C(=O)O)cc1C(=O)C(Cl)(Cl)Cl	1.5	3.2	·	-3.2	5.7	0.8	-8.6	3.5
Cc1ccc(NC(=O)C[n+]2cc(-c3ccccc3)n3c2CCC3)cc1	0.0	0.3	2.5	·	-0.4	6.8	20.3	3.8
O=C(Nc1ccc(F)cc1)c1cccc(N2C(=O)C3C4CCC(C4)C3C2=O)c1 (centres undefined)	·	1.3	·	·	0.9	-5.5	-5.9	·
O=C(NCc1ccc(Cl)cc1)C1CCN(S(=O)(=O)c2cccc3nonc23)CC1	0.6	5.0	-4.1	-15.7	8.5	19.8	-14.1	-0.6
Cc1cc(C)n(CCCNCC(O)c2ccccc2)n1 (centres undefined)	-0.6	-5.2	27.5	1.6	-4.2&4.0	-7.4	-14.4&-5.9	0.5
O=C(CN1C(=O)C2CC=CCC2C1=O)Nc1ccccc1N1CCCC1 (centres undefined)	·	-2.8	·	4.5	-4.3	4.0	·	·
O=C(COC(=O)c1cccc(F)c1)Nc1cccc(S(=O)(=O)N2CCOCC2)c1	-1.0	1.6	-1.8	-31.2	·	8.1	8.0	-1.0
CC(C)=CCC/C(C)=C/CNC(=O)C[C@H]1C[C@H](C(=O)N2CCCCC2)[C@@]2(CCc3ccccc3)c3[nH]c4ccc(Cl)cc4c3CCN2C1=O	-3.0	-2.0	0.1	33.3	1.2	-0.2	-15.5	1.0
Cc1cc(C)c2ccc(/C=N/O)nc2c1O	0.5	-4.4	11.7	-10.2	0.7	-3.3	3.2	-3.7
Cc1ccccc1OCC(O)Cn1c(Br)nc2c1c(=O)n(C)c(=O)n2C (centres undefined)	7.4	1.1	5.6	2.0	4.4	10.0	12.7	-1.2
Cc1ccc(S(=O)(=O)N2CCOCC2)cc1C(=O)N1CCc2ccccc21	·	0.5	3.3	6.0	7.5	8.7	·	-1.7
CCN(c1ccc(NC(=O)COC(=O)c2ccc(C)c(S(=O)(=O)N3CCOCC3)c2)cc1)C(C)C	-5.0	·	6.8	·	-16.9	·	·	-1.7
Cn1cccc1C(=O)NCC(c1ccc(F)cc1)N1CCOCC1 (centres undefined)	·	1.9	·	4.2	·	·	-7.2	-0.7
CCCc1nnc(SCC(=O)NC2CCCC2)n1CCOC	-4.4	-0.1	3.6	12.1	-17.6	1.9	22.1	3.5
O=C1CCCN1C(=O)CSc1ncnc2sccc12	-5.2	3.2	·	7.8	0.8	5.2	2.5	·
Cc1noc(C)c1S(=O)(=O)Nc1cccc2c1O[C@@H](CN(C)Cc1ccc(Cl)c(Cl)c1)[C@@H](C)CN([C@H](C)CO)C2=O	14.5[16.7 µM]	2.8	9.5	-6.9	·	-4.4	·	-2.4
O=C(NCCCO)c1c(O)c2cccc3c2n(c1=O)CCC3	·	-4.4	·	17.3	13.4	2.8	-1.9	-0.9
CCN(C(=O)COC(=O)c1ccc[nH]c1=O)c1cccc2ccccc12	-11.0	1.2	8.6	-10.7	-0.2	-0.6	·	·
COc1ccc(-n2ncc(C(C)NS(=O)(=O)c3ccc(C(C)=O)cc3)c2C)cc1 (centres undefined)	2.2	0.9	5.3	-24.6	-0.6	4.6	-1.6	0.6
CCNC(=O)CSC1=N/C(=C\c2ccc(O)c(OCC)c2)C(=O)N1c1ccc(OC(F)F)cc1	·	1.0	·	-0.5	-15.8	·	27.9	2.8
C[C@@H]1CN([C@@H](C)CO)S(=O)(=O)c2ccc(Br)cc2O[C@@H]1CN(C)S(=O)(=O)c1ccccc1	11.2[16.7 µM]	0.2	-0.4	0.1	-12.9	3.0	·	5.9
Cc1ccc(CSc2nc3ccncc3n2CC(=O)Nc2cc(C)cc(C)c2)cc1	-2.2	-1.6	-10.7	-53.8	2.0	-63.2	-105.7	-2.8
O=C(C[C@H]1CC[C@@H]2[C@H](COC[C@H](O)CN2S(=O)(=O)c2ccccc2)O1)N1CCc2ccccc2C1	-9.3[16.7 µM]	0.4	2.8	-1.3	-1.2	16.2	21.1	-2.0
O=C(NCc1cccnc1)c1ccccc1-c1nc(-c2ccccc2)no1	·	-2.8	·	-6.4	-6.5	-6.4	14.5	·
CN1CCN(c2ccc(NC(=O)c3cccc(S(=O)(=O)N4CCCC4)c3)cc2)CC1	·	-74.8	-15.3	0.3	4.1	-4.7	-7.7	1.6
C[C@@H]1CCCCO[C@H](CN(C)Cc2ccc3c(c2)OCO3)[C@@H](C)CN([C@@H](C)CO)C(=O)c2cc(NS(=O)(=O)c3cn(C)cn3)ccc2O1	-9.9[16.7 µM]	·	-11.5	16.2	4.7	1.1	-3.2	-1.2
COc1ccc(Cc2nnc(NC(=O)CS(=O)(=O)Cc3ccccc3)s2)cc1	·	1.1	·	4.5	·	·	-9.6	-0.2
C[C@H](CO)N1C[C@H](C)[C@@H](CN(C)S(=O)(=O)c2cn(C)cn2)Oc2ccc(NC(=O)CCCCCC(=O)Nc3ccccc3N)cc2CC1=O	-0.6[16.7 µM]	0.0	-0.7	-6.2	-11.3	-4.7	·	-1.0
O=C(Nc1ccc(OC(F)(F)F)cc1)Nc1cccnc1	3.4	2.1	3.9	-30.6	0.7	-25.2	-21.2	-1.8
COc1cccc(NC(=O)CN(C)C(=O)c2cc(-c3ccc(F)cc3)nc3ccccc23)c1	-0.4	12.8	0.5	-0.9	10.4	11.2	·	3.2
Cc1cc(C)n2nc(C(=O)OCC(=O)Nc3ccc4c(c3)OCCO4)nc2n1	2.2	2.5	-10.5	2.4	-8.3	-6.0	-12.9	1.0
